Compound activity: PubChem, Vanderbilt High Throughput Screening Facility
DAT uptake mod = modulates human dopamine transporter uptake under cocaine. LLC-PK1 hDAT cells, [14C]-dopamine uptake with cocaine IC80; actives deviate in either direction. B-score at 10 µM. 110,000 compounds, 1.3% hits. AID 449768;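 active = Z score or B-score, a plate-position-corrected score, falls beyond the plate's 99.7% confidence bounds, in either direction; inactive = both scores lie inside the 99.7% bounds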;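 also: scored against the spread of the other compound wells on the same plate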
Target sequence (Q01959 whole entry, looked up): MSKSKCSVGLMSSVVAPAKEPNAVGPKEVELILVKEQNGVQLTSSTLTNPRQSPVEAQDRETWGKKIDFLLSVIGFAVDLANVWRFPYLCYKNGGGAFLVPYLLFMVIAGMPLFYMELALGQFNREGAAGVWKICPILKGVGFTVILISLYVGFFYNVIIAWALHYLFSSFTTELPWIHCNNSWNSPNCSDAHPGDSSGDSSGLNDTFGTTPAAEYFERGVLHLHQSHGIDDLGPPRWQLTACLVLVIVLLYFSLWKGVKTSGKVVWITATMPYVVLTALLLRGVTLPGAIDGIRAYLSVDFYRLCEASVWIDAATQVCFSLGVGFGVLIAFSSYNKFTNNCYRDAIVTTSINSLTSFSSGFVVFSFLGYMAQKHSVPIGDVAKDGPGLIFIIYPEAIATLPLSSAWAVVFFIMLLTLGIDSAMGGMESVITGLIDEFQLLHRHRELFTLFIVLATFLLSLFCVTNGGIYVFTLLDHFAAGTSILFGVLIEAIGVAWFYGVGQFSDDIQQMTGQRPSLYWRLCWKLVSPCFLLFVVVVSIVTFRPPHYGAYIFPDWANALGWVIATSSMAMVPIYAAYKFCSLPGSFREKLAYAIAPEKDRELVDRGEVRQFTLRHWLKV
* marks the source's active call; other numbers are inactive results. An excerpt; rates above refer to the full screens.

SMILES | DAT uptake mod
Cc1ccc(-c2ccc(C(=O)NCc3ccccc3)o2)c2ccccc12 | -0.51
CC(=O)C1=C(C)N(Cc2ccccc2)C(=O)N[C@H]1c1ccco1 | 1.2
COc1ccc([C@H]2/C=C\CN(C(=O)C3CCCC3)[C@@H](C)C(=O)N2Cc2ccc(F)cc2)cc1 | 0.0039
C#CCNC(=O)C1=C[C@H](c2coc3ccccc3c2=O)C[C@H](OCCCCO)O1 | -0.76
CC(C)C(=O)NCCc1nc(-c2ccccc2Cl)no1 | 0.21
O=C(NCC1CC1)C1(C(F)(F)F)CC(CCc2ccccc2)CCCO1 (configuration not stated) | 0.15
CCC/C=C(\CCC)C(NC(=O)c1ccc(C(F)(F)F)cc1)c1ccccc1 (configuration not stated) | -1.1
CC1(OC(=O)c2cccs2)C(=O)C=C2C=C3CCCN3C=C2C1=O (configuration not stated) | -0.74
COC(=O)CCCC1=CC2=CC(=O)C(C)(OC(=O)c3cccs3)C(=O)C2=CN1C1CC1 (configuration not stated) | -0.34
CCC(C)Nc1nc2c(c(=O)n(C)c(=O)n2C)n1Cc1ccc(Cl)cc1 (configuration not stated) | 1.4
C=C1CCN([C@@H](CC(C)C)C(=O)O)S(=O)(=O)c2ccccc21 | -0.46
Cc1c(C(=O)N2CC3(CC(c4cccc(NC(=O)CC(c5ccccc5)c5ccccc5)c4)=NO3)C[C@@H]2C(N)=O)cc([N+](=O)[O-])cc1[N+](=O)[O-] (some centres not stated) | 0.49
COc1ccc(CN2[C@@H](CC(=O)O)c3ccccc3S2(=O)=O)cc1 | 0.71
Nc1ccccc1C(=O)/C=C/c1ccc2c(c1)OCO2 | 0.83
O=C1c2ccccc2S(=O)(=O)c2cc(N3CCN(c4ccccn4)CC3)ccc21 | 0.34
O=C1N[C@@H](Cc2cn(S(=O)(=O)c3c(F)c(F)c(F)c(F)c3F)c3ccccc23)C(=O)N[C@H]1Cc1ccccc1 | -1.3
CCC1=C(OC(=O)N(CC)CC)N2C(=O)OC(=NCC(=O)OC)[C@]2(Cc2ccccc2)[C@H]2C1=CC[C@H]1C(=O)N(C)C(=O)[C@H]12 | -1.1
c1ccc(Cn2cc(CNc3ccccc3)nn2)cc1 | 0.55
CCO[C@H]1OC(C(=O)NCc2ccccc2)=C[C@@H](c2ccc(Br)cc2)[C@@H]1CCCO | 0.34
CC1(C)C=C2[C@H]3CC[C@@H]4[C@@]5(C)CCC(=O)C(C)(C)[C@@H]5CC[C@@]4(C)[C@]3(C)CC[C@@]2(C(=O)O)CC1 | 1.1
CC(C)OC(=O)CC(NC(=O)OC(C)(C)C)c1ccccc1 (configuration not stated) | -0.72
COc1ccc(C2/C=C\CN(C(=O)CC(C)(C)C)CC(=O)N2Cc2ccc(F)cc2)cc1 (configuration not stated) | 0.02
CC(C)Cn1c(N)c(C(=O)COC(=O)c2cc(C(F)(F)F)nc3ccccc23)c(=O)n(C)c1=O | 1.2
O=C(NCc1ccco1)C(=O)NCC1OCCN1S(=O)(=O)c1ccccc1 (configuration not stated) | -1.2
CC1(c2nnc(-c3cccc(Cl)c3)o2)CC(c2ccccc2F)=NO1 (configuration not stated) | -0.95

New compounds follow.
SMILES | DAT uptake mod
CC(C)(C)OC(=O)NCCCCCNC(=O)c1[nH]cnc1C(=O)N[C@@H](Cc1ccccc1)C(=O)OCc1ccccc1 | -1.6
COC(C/C=C/C(=O)[C@@H](C)OCc1ccccc1)OC | 0.055
COc1ccc(CNC(=O)C2(CC3CC(c4ccccc4)=NO3)CCN(C(=O)OC(C)(C)C)CC2)cc1 (configuration not stated) | 0.3
O=C(NCc1ccccc1)C1=C[C@@H](c2ccc(Br)cc2)C[C@@H](OCc2ccc(CO)cc2)O1 | -0.005
CCO[C@H]1OC(C(=O)NCc2nc3ccccc3[nH]2)=C[C@@H](C2CCCCC2)[C@@H]1CCCO | 2.1
Cc1nc2sc(C(c3ccc(Cl)cc3)N3CCN(CCO)CC3)c(O)n2n1 (configuration not stated) | 0.57
Cc1ccc(S(=O)(=O)N2CCC(=O)N(CCOC(=O)Nc3ccccc3C)CC2)cc1 | -0.51
CC1(C)CC[C@]2(C(=O)O)CC[C@]3(C)C(=CC[C@@H]4[C@@]5(C)CC[C@H](O)C(C)(C)[C@@H]5CC[C@]43C)[C@@H]2C1 | -0.031
O=C(N[C@@H](Cc1ccc(O)cc1)C(=O)O)C(c1ccccc1)c1ccccc1 | 0.0099
COC(=O)CCC(=O)OC1(C)C(=O)C2=CN(C3CC3)C(c3ccc(OC)cc3)=CC2=C(Br)C1=O (configuration not stated) | -0.84
O=C(NCc1nc2ccccc2[nH]1)C1=C[C@H](c2ccc(Br)cc2)C[C@H](OCc2ccc(CO)cc2)O1 | 1.3
COc1ccc(C[C@@H]2CN3C(=NC[C@@H]3C)N2C[C@H](C)NC(=O)CCC2CCCCC2)cc1 | 1.6
CN1CCC(=O)N(CCSc2ccc(Br)cc2)CC1 | 0.034
CC(C)C[C@H](NC(=O)c1nc[nH]c1C(=O)N1CCN(c2ccccc2)CC1)C(=O)OC(C)(C)C | 0.61
CCCCOC(=O)c1ccc(NC(=O)c2c(N)n(C)c(=O)[nH]c2=O)cc1 | -0.15
COC(=O)N1[C@H](C)C=C[C@]1(Cc1ccccc1)C(=O)O | -1
Cc1nc(-c2ccc(Cl)cc2)sc1C1(C)CC(c2ccc(Br)cc2)=NO1 (configuration not stated) | -0.099
C#CCO[C@@H]1C[C@H](n2cnc3c(=O)[nH]c(NC(=O)C(C)C)nc32)O[C@@H]1CO | 0.44
COc1c2ccoc2nc2c(OC)c(O)ccc12 | 0.74
CCOC(=O)C1=C(C)NC(=O)NC1C(C)C (configuration not stated) | -0.62
NCCSc1c(-c2ccccc2)[nH]c2ccccc12 | 0.07
CCO[C@H]1OC(C(=O)NCc2nc3ccccc3[nH]2)=C[C@@H](c2csc3ccccc23)[C@@H]1CCCO | 0.36
Cc1c(Cc2ccc3c(c2)OCO3)sc(NC(=O)c2ccccc2)c1C(N)=O | -1.2
CN1C(C(=O)NCc2ccc(OC(F)(F)F)cc2)CC2Cn3c(nc4ccccc43)C21 (configuration not stated) | 1.5
COc1ccc(COc2cc(-c3cccc(OC)c3)nc3ccc(NC(=O)c4cccnc4)cc23)cc1 | 2.7*

DAT uptake mod, what is marked active above.
SMILES | DAT uptake mod
COc1ccc(COc2cc(-c3cccc(OC)c3)nc3ccc(NC(=O)c4cccnc4)cc23)cc1 | 2.7*

Single values from the entries so far.
Reading of COC(=O)N1[C@H](C)C=C[C@]1(Cc1ccccc1)C(=O)O under DAT uptake mod: -1
Reading of CC(C)(C)OC(=O)NCCCCCNC(=O)c1[nH]cnc1C(=O)N[C@@H](Cc1ccccc1)C(=O)OCc1ccccc1 under DAT uptake mod: -1.6

Carrying on.
SMILES | DAT uptake mod
Oc1cc(O)cc(-c2cc3ccc(O)cc3o2)c1 | 1.7
CCn1c(SCC(=O)Nc2ccc3c(c2)OCCO3)nnc1-c1c[nH]c2ccccc12 | 0.061
CCCCC[C@H](O)/C=C/[C@H]1C=CC(=O)[C@@H]1C/C=C\CCCC(=O)O | 0.17
O=S1(=O)c2ccccc2C(CCO)N1Cc1ccccc1 (configuration not stated) | -0.6
CN(C)/C=N/c1cc(=O)[nH]c(=O)n1Cc1ccccc1 | 0.34
O=C(NC1CC1)C1=C[C@H](c2c[nH]c3ccccc23)C[C@H](OCc2ccc(CO)cc2)O1 | 0.47
CCCCCCC(=O)N1C/C=C\C(c2ccc(OC)cc2)N(Cc2ccc(F)cc2)C(=O)C1 (configuration not stated) | -0.24
O=C1N[C@@H](Cc2ccccc2)C(=O)N2[C@@H]3N(S(=O)(=O)c4ccc(F)cc4)c4ccccc4[C@]3(Br)C[C@@H]12 | 1
Cc1cccc(-c2cc(=O)c(C(=O)O)cn2-c2ccc(F)cc2F)c1 | -0.39
O=C(c1ccc2c(Cl)c3c(nc2c1)CCCC3)N1CCC(N2CCCCC2)CC1 | 1.8
C=CCN1c2ccccc2[C@]23C[C@@H](C(=O)OC)N=C2NC(C(=O)OC)=C(C(=O)OC)[C@H]13 | 0.021
C#CCNC(=O)C1=C[C@@H](C2CCCCC2)[C@H](CCCO)[C@@H](OCC)O1 | 0.16
COc1ccc(CCNC(=O)CSc2c[nH]c3ccccc23)cc1OC | 0.17
CCCCC(=O)N1C/C=C\C(c2ccc(OC)cc2)N(Cc2ccc(F)cc2)C(=O)C1 (configuration not stated) | 0.095
C=C1C(=O)O[C@@H]2C[C@@H](C)[C@@H]3C=CC(=O)[C@@]3(C)[C@@H](OC(C)=O)[C@H]12 | -2
COc1ccc(C(CCN2CCCC(C)C2)c2c(OC)cc(OC)c3c(-c4ccccc4)cc(=O)oc23)cc1 (configuration not stated) | 0.0038
COc1ccc(NC(=O)[C@@H]2CC=C[C@@H]3CCN(Cc4ccccc4)C(=O)[C@@H]32)cc1 | 0.27
COC(=O)C1=C(C(=O)OC)[C@@H]2N(C)c3ccc(OC)cc3[C@@]23C[C@@H](C(=O)OC)N(C(=O)C2CCC2)C3=N1 | 2.9
Cc1cccc(NC(=O)c2nc[nH]c2C(=O)N[C@@H](CCCCNC(=O)OC(C)(C)C)C(=O)OC(C)(C)C)c1 | -0.28
CC[C@H]1OC(=O)[C@H](C)[C@@H](O[C@H]2C[C@@](C)(OC)[C@@H](O)[C@H](C)O2)[C@H](C)[C@@H](O[C@@H]2O[C@H](C)C[C@H](N(C)C)[C@H]2O)[C@](C)(O)C[C@@H](C)[C@@H]2N[C@@H](COCCOC)O[C@H]([C@H]2C)[C@]1(C)O | -0.79
COc1ccc(C2CC(=O)Oc3c(C(CCN4CCN(c5ccccc5)CC4)c4ccc(N(C)C)cc4)c(OC)cc(OC)c32)cc1 (configuration not stated) | -0.26
c1ccc(-c2cnc(-c3ccccn3)nn2)cc1 | -0.28
COC/C=C/C1=CC2=CC(=O)C(C)(O)C(=O)C2=CO1 (configuration not stated) | -0.34
COc1ccc(-c2c([C@H]3[C@@H]4C=CCC[C@@]4(C)C(=O)N3Cc3ccccc3)ccc3ccccc23)cc1OC | -0.034
COc1ccc(C2=CC3=C(Br)C(=O)C(C)(OC(=O)C4CCCC4)C(=O)C3=CO2)cc1 (configuration not stated) | 0.26

Next part
SMILES | DAT uptake mod
COc1ccc(CNC(=O)Nc2ccc([N+](=O)[O-])cc2)cc1 | 0.086
CCCCCc1cc(=O)oc2c(C(CCN3CCN(c4ccccc4)CC3)c3ccc4c(c3)OCO4)c(OC)cc(OC)c12 (configuration not stated) | 0.055
COc1cc(NC(=O)c2nccnc2N)cc(C(=O)Nc2cccc(C(F)(F)F)c2)c1 | -0.76
COC(C[C@@H]1O[C@@H]1[C@@H](O)[C@@H](C)OCc1ccccc1)OC | 0.39
NCCn1c(-c2ccccc2)cc(C(=O)O)c1-c1ccccc1F | 0.054
O=C(c1ccoc1)N1CCC2(CC1)Oc1ccc(F)cc1C(=O)C21CC(c2ccccc2)=NO1 (configuration not stated) | 0.38
CC(C)NC(=O)NCCCCCCS(C)=O (configuration not stated) | 0.32
O=C(Nc1ccccc1)C1=C[C@@H](c2coc3ccccc3c2=O)C[C@@H](OCCCCO)O1 | -0.071
NC(=O)[C@@H]1CCCNc2c(F)cc([N+](=O)[O-])cc2C(=O)N[C@@H](CO)C(=O)NCC(=O)N1 | -0.11
Cc1cc(NS(=O)(=O)c2ccc(NC(=O)c3cnc4sccn4c3=O)cc2)nc(C)n1 | 1.1
CC(C)CC(COCc1ccc(Cl)cc1)N1CCN(C(=O)c2ccc(C(F)(F)F)cc2)CCC1=O (configuration not stated) | 0.033
CC(C)[C@H]1CN=C2N(CCNC(=O)CCC3CCCCC3)[C@H](Cc3ccc(O)cc3)CN21 | 0.3
COC(=O)[C@@]1(Cc2ccc(OC)cc2)[C@@H]2C(=CC(=O)[C@H]2CC(=O)C(=O)N(C)C)CN1C(=O)c1ccccc1 | 0.69
CC(=O)c1ccc(O)c(CC=C(C)C)c1O | -0.37
O=C(O)C1=C[C@@H](C2CC2)C[C@@H](OCc2ccc(CO)cc2)O1 | -1.4
c1ccc(Cn2cc(CSc3ccccc3)nn2)cc1 | 0.17
OCC[C@@H]1C[C@@H](O)[C@H](O)[C@]2(CCCCO2)O1 | -0.63
Cc1cc2nc3n(c2cc1C)CC1CC(C(=O)NCc2cccc(C(F)(F)F)c2)N(C)C31 (configuration not stated) | 0.81
Cc1nc2ccc(S(=O)(=O)Nc3cc(-c4nc5cccnc5s4)ccc3C)cc2s1 | 0.71
COC(=O)C1=C(C)N(CCCC(=O)O)C(=O)NC1c1cccc(Cl)c1Cl (configuration not stated) | 0.62
C=CCOC(=O)C(=O)/C=C/c1csc2ccccc12 | -0.022
CCOCCn1c(CN2CCCC(C)C2)nc2c1c(=O)n(C)c(=O)n2C (configuration not stated) | 0.66
CC[C@@H](C)C(NC(=O)OC(C)(C)C)c1cn([C@@H](CCCCNC(=O)OC(C)(C)C)C(=O)N2CCN(C(=O)OC(C)(C)C)CC2)nn1 (some centres not stated) | 0.4
CCCCN1C(N)=NC[C@@H]1CC1CCCCC1 | -1.4
Cn1cnc2c(NCc3ccco3)ncnc21 | -1.5
C=C1CCN([C@@H](CC(C)C)C(=O)Nc2nc3ccc(Cl)cc3s2)S(=O)(=O)c2ccccc21 | 0.31

Seven entries from above in another layout.
| Structure | DAT uptake mod |
| --- | --- |
| NC(=O)[C@@H]1CCCNc2c(F)cc([N+](=O)[O-])cc2C(=O)N[C@@H](CO)C(=O)NCC(=O)N1 | -0.11 |
| Cc1cc(NS(=O)(=O)c2ccc(NC(=O)c3cnc4sccn4c3=O)cc2)nc(C)n1 | 1.1 |
| CC(C)CC(COCc1ccc(Cl)cc1)N1CCN(C(=O)c2ccc(C(F)(F)F)cc2)CCC1=O (configuration not stated) | 0.033 |
| CC(C)[C@H]1CN=C2N(CCNC(=O)CCC3CCCCC3)[C@H](Cc3ccc(O)cc3)CN21 | 0.3 |
| COC(=O)[C@@]1(Cc2ccc(OC)cc2)[C@@H]2C(=CC(=O)[C@H]2CC(=O)C(=O)N(C)C)CN1C(=O)c1ccccc1 | 0.69 |
| CC(=O)c1ccc(O)c(CC=C(C)C)c1O | -0.37 |
| O=C(O)C1=C[C@@H](C2CC2)C[C@@H](OCc2ccc(CO)cc2)O1 | -1.4 |
